# Screening data (PubChem)
# INS promoter inh = inhibitors of insulin promoter-driven GFP, primary screen, imaging, TRM-6 cells (human fetal islet line), eGFP reporter, cell count; reporter expression induced with tamoxifen; inhibition, % at 2 µM; 130,000 tested, 0.9% active;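 active means inhibition above the mean plus 3 SD, with well images judged a real hit on visual review, cut at about 60% in these data, passing the limit was not always enough; inconclusive means inhibition over the cutoff but images rejected on review; inactive means inhibition not above the cutoff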
# SDO1 yeast rescue = growth rescue of sdo1-depleted yeast, primary screen, S. cerevisiae, bone marrow failure model. z-score at 10 µM. AID 817, 2007. 140,000 tested, 0.21% active. S. cerevisiae sdo1-depleted JHY4D growth rescue, OD600 30 h; active compounds read high; pdr5 snq2 efflux-pump mutant strain;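 active means z-score above 3 at both the 24 hr and the 30 hr optical density reads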;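 further: z-score against mean and SD of all compound wells on the same plate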
# SDO1 yeast rescue Rescue 24 h = further read-out of SDO1 yeast rescue, marked with its call; z-score; S. cerevisiae sdo1-depleted JHY4D growth rescue, OD600; measured here: growth rescue at 24 h;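 0 is the plate mean of compound wells and units are plate SD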
# An asterisk follows results filed as active; i = inactive; u = inconclusive; x = not tested or not shown. Not all compounds are listed; the hit share may differ from the screen's.
# The line under a structure holds: INS promoter inh | SDO1 yeast rescue | SDO1 yeast rescue Rescue 24 h
> COc1nc(C)ccc1-c1noc(-c2ccco2)n1
→ 0 | -0.11 | -0.26
> CC1=Nn2c(nnc2-c2ccco2)SC1
→ 21 | -0.2 | -0.71
> Cc1cccn2c(=O)c(C=Nc3ccccc3)c(NCc3ccco3)nc12
→ x | -0.96 | -0.38
> COc1ccc(C(=O)c2ccc(N(C)C)cc2)c(OC)c1
→ -127 | -0.23 | 0.25
> CC(c1ccccc1F)n1cc(C(=O)NCCc2ccco2)nn1 (stereo not given)
→ x | 0.44 | 0.33
> CCOC(=O)c1csc(NC(=O)CSc2nnnn2-c2ccc(OC)cc2)n1
→ x | 0.37 | 0.19
> Cn1cccc1Cc1nnc(SCC(=O)NCC2CCCO2)n1-c1ccc(F)cc1 (stereo not given)
→ -100 | 0.17 | 0.21
> COC(=O)c1[nH]c2c(c1C)C(=O)CC(c1cccs1)C2 (stereo not given)
→ -207 | -0.64 | -0.33
> CCCS(=O)(=O)N1CCC(C(=O)NCc2ccccc2Cl)CC1
→ x | 0.51 | 0.96
> Cc1ccc(NC(=O)CSc2n[nH]c(C)c2[N+](=O)[O-])cc1C
→ x | 0.96 | 1.2
> O=C(O)c1cc(S(=O)(=O)Nc2ccc(N3CCCCC3)cc2)ccc1Cl
→ -43 | x | x
> COc1ccc(N2CCN(c3cc(=O)n(Cc4ccc(F)cc4)c(=O)[nH]3)CC2)cc1
→ -40 | -1.1 | -0.29
> C=CCN1C(=O)S/C(=C/c2ccsc2)C1=O
→ -114 | -0.21 | -0.43
> O=C(c1cccc(Br)c1)N1CCN(C(=O)N2CCCCC2)CC1
→ 16 | -0.29 | -0.58
> O=C(NCc1ccccn1)C1CCN(S(=O)(=O)N2CCC3(CC2)OCCO3)CC1
→ -28 | 0.13 | -2
> C=CC[n+]1c(-c2ccc(C)cc2)csc1NNC(=O)Nc1ccccc1
→ -49 | -1.1 | -0.84
> O=C(NCC1CCN(C(=O)c2ccc([N+](=O)[O-])cc2)CC1)C(=O)Nc1ccccc1
→ -107 | x | x
> COCCNC(=S)N/N=C(\C)c1ccc(OC)cc1
→ 0 | -0.46 | -1
> NC(=O)CSC1=Nc2ccccc2C2=NC(CCC(=O)NCc3ccc(F)cc3)C(=O)N12 (stereo not given)
→ 32 | 0.66 | 0.49
> O=C(NCCCN1CCN(c2ccccc2F)CC1)C1CCN(S(=O)(=O)c2cccs2)CC1
→ -183 | 1.4 | 2

# The line under a structure holds: INS promoter inh | SDO1 yeast rescue | SDO1 yeast rescue Rescue 24 h
> CSCCC(NC(=O)C12CC3CC(CC(C3)C1)C2)C(=O)OCC(=O)c1ccc(Cl)cc1 (stereo not given)
→ x | -2 | -0.38
> C=C(C)CSc1nnc(-c2cccc(Cl)c2)n1N
→ -16 | 0.33 | 0.04
> CCOc1cnn(Cc2ccccc2)c(=O)c1SCc1ccccc1
→ 3 | -1 | -0.82
> COc1ccc(C(=O)Nn2cnc3ccccc3c2=O)c(OC)c1
→ -16 | -0.75 | -1.4
> CCn1c2ccccc2c2nnc(SCC(=O)OCN3C(=O)c4ccccc4C3=O)nc21
→ -7 | 0.31 | -0.23
> COc1ccc2nc(SCC(=O)NC(C)(C)C)[nH]c2c1
→ x | -0.78 | -0.66
> C=CCN1C(=Nc2cccnc2)SCC1(O)c1ccc(C)cc1 (stereo not given)
→ -31 | -1.8 | -0.78
> Cc1cc(NC(=O)COC(=O)c2c(C)noc2C)ccc1Br
→ 14 | x | x
> CSc1ncccc1C(=O)OCC(=O)c1cc2ccccc2o1
→ -9 | -0.2 | -0.34
> O=C(CCCn1cnc([N+](=O)[O-])n1)Nc1cccc(O)c1
→ 0 | x | x
> CCSc1ccccc1C(=O)NCc1ccc2c(c1)OCO2
→ x | 0.33 | -0.48
> COCCn1c(SCC(=O)NCc2ccc3c(c2)OCO3)nc2ccccc2c1=O
→ -24 | x | x
> CCn1c(CNc2ccc(F)cc2)nnc1SCCN1CCCCC1
→ 17 | -0.08 | -0.39
> O=C(NCCCn1ccnc1)c1cc2ccccc2oc1=O
→ -10 | 0.89 | -0.29
> CCOc1ccc(-n2c(O)c(/C=N/Nc3nc(C)cc(C)n3)c3ccccc3c2=O)cc1
→ 69 | x | x
> CC(=O)Nc1ccc(N=Cc2c(O)c(C(=O)Nc3ccccc3)cc3ccccc23)cc1
→ -56 | x | x
> O=C(Nc1ccc(-c2nnco2)cc1)c1ccccc1
→ -72 | -0.29 | -0.53
> COc1ccc(OCc2nn3c(Cn4cnc5ccccc54)nnc3s2)cc1
→ x | -0.48 | -0.7
> Cn1c(=O)cc(SCC(=O)NCCN2CCN(c3ccccc3F)CC2)c2cc(Cl)ccc21
→ -67 | -0.96 | -1.2
> CN(C)N=Nc1ccc(S(N)(=O)=O)cc1
→ -14 | x | x

# The line under a structure holds: INS promoter inh | SDO1 yeast rescue | SDO1 yeast rescue Rescue 24 h
> CCNc1nc(Sc2ccc(C)cc2)cc(C(F)(F)F)n1
→ 22 | -1 | -0.28
> Cc1ccc(CNc2nc3ccc(C)cc3n3cnnc23)cc1
→ x | -0.09 | -0.54
> O=C(Nc1ccccc1C(=O)N1CCOCC1)C1CC(=O)N(C2CCCC2)C1 (stereo not given)
→ 29 | 0.37 | -0.62
> Cc1nn(C)c(C(=O)NCc2ccc(Cl)cc2)c1Cl
→ 10 | 0.44 | -0.05
> CCOc1cc(NC(=S)NCC2CCCO2)c(OCC)cc1NC(=O)c1ccccc1C (stereo not given)
→ -68 | -0.34 | -0.87
> CCCOc1ccc(C(=O)Nc2ccc(N(C)C)cc2)cc1
→ x | -0.04 | 0.74
> CCOC(=O)c1c(NC(=S)Nc2ccccc2)sc2c1CCN(CC)C2
→ -42 | 1.1 | 1.2
> N#Cc1ccsc1NC(=O)CSc1ncnc2ccccc12
→ x | -1.2 | -0.17
> Cc1ccc(N(C)C(=O)N2CCN(S(=O)(=O)c3c(C)cc(C)cc3C)CC2)cc1
→ -63 | 2.8 | 1.1
> Clc1cccc(Cl)c1CO/N=C/c1c(-c2ccccc2)nc2n1CCS2
→ -15 | -1.6 | -1.1
> CCc1nnc(NC(=O)CSc2ncc(-c3ccccc3)n2C)s1
→ x | -0.32 | -0.32
> O=C(CSc1nnc(CNc2ccc(F)cc2)n1Cc1ccccc1)NCc1ccco1
→ -127 | 0.27 | 0.4
> CCOc1cccc(-c2nnc(SCC(=O)Nc3ccc(OC)c(OC)c3)n2N)c1
→ -19 | 1.4 | 1.2
> Cc1cc(/N=C/N(C)C)on1
→ -86 | 0.48 | -0.27
> CNC(=O)c1cc2cc(OC)ccc2n1CCN(Cc1ccccc1)Cc1ccccc1
→ -3 | -1.9 | -0.56
> O=c1c(-c2ccc(O)cc2)coc2cc(OC3OC(CO)C(O)C(O)C3O)ccc12 (stereo not given)
→ 35 | 0.05 | -0.44
> O=C(Nc1ccccc1C(=O)NCc1cccnc1)c1ccc(Cl)cc1Cl
→ 0 | -0.65 | -1.2
> CC(=O)NCCn1ccc2ccccc21
→ -8 | 0.57 | 0.71
> COc1ccc(-c2nc(-c3ccccc3)c(-c3cc([N+](=O)[O-])ccc3C)[nH]2)cc1O
→ 44 | -1.1 | -0.73
> CCOc1ccc2nc(NC(=O)COC)sc2c1
→ x | -0.62 | -0.12

smiles	INS promoter inh	SDO1 yeast rescue	SDO1 yeast rescue Rescue 24 h
CC1=C(C(=O)N2CCCCC2)C2(CCC(C)CC2)OC1=O (stereo not given)	x	0.15	0.15
COCC(C)NC(=O)Cc1ccc(F)cc1 (stereo not given)	u	0.39	-0.42
O=c1cc(CSc2ccc(Cl)cc2)nc(-c2ccccc2)[nH]1	-86	x	x
CCn1c(SCc2nnc(-c3ccccc3)o2)nnc1-c1ccc(S(=O)(=O)N2CCCC2)cc1	-33	-0.6	-0.51
FC(F)(F)c1ccc(Oc2ccc(Cl)cc2Br)nc1	-24	x	x
CC1CN(Cc2c(O)ccc3c(=O)c(-c4ccccc4)coc23)CC(C)O1 (stereo not given)	-41	x	x
COc1ccc(N2Cc3ccccc3C2=NC(=O)c2cccc([N+](=O)[O-])c2)cc1	x	-0.12	0.31
O=C(/C=C/c1ccccc1Cl)NCCc1ccc(F)cc1	-3	-0.5	-0.69
CCC1=NN(S(=O)(=O)c2ccc(C)cc2)C(O)(C(F)(F)F)C1 (stereo not given)	-50	x	x
O=C(COC(=O)/C=C/c1ccc2c(c1)OCO2)NC1CC1	15	0.11	-0.18
Cc1nc(-c2cccc(N)c2)cs1	x	0.63	0.16
COc1ccc(CCNC(=O)CN2CCC(C)CC2)cc1OC	5	0.26	0.34
COc1cc(Br)c(C(C)NC(=O)c2cccc(Br)c2)cc1OC (stereo not given)	x	-1.2	-0.82
CCc1cccc(NC(=S)N(CCCN2CCOCC2)C(C)c2cc3cccc(OC)c3o2)c1 (stereo not given)	-7	x	x
COc1ccc(OC(=O)c2cnn(-c3ccccc3)c2C)cc1	-10	-0.9	-0.53
CC(C)OC(=O)c1cccc(-c2ccc(C=O)o2)c1	-36	-0.2	0.05
O=C(c1cnccn1)N1CCN(C/C=C/c2ccccc2)CC1	40	0.38	-0.63
COc1cc2c(cc1NC(=O)c1cccc(S(=O)(=O)N(C)C)c1)oc1ccccc12	-87	-0.07	0.03
CN1CCc2c(n(CC(O)CN3CCN(CCO)CC3)c3ccccc23)C1=O (stereo not given)	-73	x	x
CC(=O)N1[C@H](Cc2ccccc2)C=C[C@]1(C)C(=O)NCc1ccc(C)o1	-45	-0.87	-0.83

smiles	INS promoter inh	SDO1 yeast rescue	SDO1 yeast rescue Rescue 24 h
CCOc1ccc(C2C(C(=O)O)CCC(=O)N2C2CCCCC2)cc1 (stereo not given)	-18	x	x
CCOC(=O)N1CCN(C(=O)CCn2nc(-c3ccccc3)ccc2=O)CC1	47	0.77	-0.02
CCOC(=O)C(C)Oc1ccc(C2NC(=O)NC(C)=C2C(C)=O)cc1Br (stereo not given)	i	-0.07	-0.26
Fc1ccccc1-c1nc(N2CCCCC2)c2ccccc2n1	x	-1.6	-1.4
O=C(Nc1ccc2c(c1)OCCO2)C1CCN(c2ncccn2)CC1	-13	x	x
Cc1cc(C)cc(C(=O)Nc2ccc(N3CCCC3)cc2)c1	-95	x	x
O=C(Nc1cnn(Cc2c(Cl)cccc2Cl)c1)C(c1ccccc1)c1ccccc1	53	-0.53	-0.14
CCOc1cc(/C=N/NC(=O)c2cccs2)ccc1OC(=O)N1CCOCC1	-58	1.1	0.48
Cc1sc(NC(=O)c2ccccc2)c(C#N)c1-c1ccccc1	-15	-0.52	0.05
CC1=CC(C)C2C(=O)N(c3ccccc3)C(=O)C2C1 (stereo not given)	-32	-0.14	-0.12
CCOC(=O)c1nnn(-c2nonc2N)c1CN(C)C1CCCCC1	-5	0.55	1.1
CCC(CC)C(=O)Nc1cc(C)cc(C)c1	9	1.2	0.21
CCCn1nc(C(=O)Nc2cccc(C(=O)OC)c2)c2ccccc2c1=O	x	-0.4	-0.05
Cc1cc(=O)oc2cc(OCC(=O)Nc3nnc(CC(C)C)s3)ccc12	5	-0.28	0.13
CCCCN1CCc2[nH]c(=S)[nH]c(=O)c2C1	x	0.23	-0.13
COc1ccc(Cn2nnnc2CN2CCC(O)(c3ccc(F)cc3)CC2)cc1	-7	x	x
CCc1sc(-c2c(C#N)c(N)nc3c2CCCCCC3)cc1[N+](=O)[O-]	-17	-0.55	0.18
Cc1cc(C)n2nc(C(=O)OCC(=O)N(CC(C)C)CC(C)C)nc2n1	42	x	x
C(=N\N1CCN(Cc2ccccc2)CC1)/c1cccs1	29	0.76	0.97
CCOC(=O)C1CCN(C(=O)Cn2cc3c(n2)CCC(C)C3)CC1 (stereo not given)	x	0.47	0.85

smiles	INS promoter inh	SDO1 yeast rescue	SDO1 yeast rescue Rescue 24 h
Cc1cc(S(=O)(=O)NCCN2CCOCC2)c(C)s1	x	-0.05	-0.38
CCN(CC)S(=O)(=O)c1ccc(NS(=O)(=O)c2ccc(C)c(C)c2)cc1	x	-0.49	-0.69
O/N=C(/CN(O)/C=C1/C=CC=N1)c1cccs1	-26	1	1.1
O=C(COC(=O)C1CC1)Nc1ccc(N=Nc2ccccc2)cc1	21	-0.42	-0.01
N#CCCN1CCN(S(=O)(=O)c2ccc3c(c2)OCCCO3)CC1	-21	0.25	0.01
O=C(COc1ccc(Cl)cc1Cl)N1CCCN(C(=O)COc2ccc(Cl)cc2Cl)CC1	-56	-2.5	-2.1
Cc1[nH]c2ccccc2c1C(=O)CN1CCC(C)CC1	-12	-0.31	-1.3
CCN1/C(=C/c2ccc3cc(C)cc(C)c3[n+]2CC)Sc2cc(C)ccc21	-413	x	x
CCCC(=O)N1CCN(c2ccc(NC(=O)c3ccc(Br)o3)cc2)CC1	-3	-0.16	-0.53
CCN1C(=O)C(CC(=O)NC)N(NC(=O)c2ccccc2)C1=S (stereo not given)	-3	1	0.5
